Source: PubChem BioAssay (several laboratories)
HIF-2a block: HIF-2a inhibition; inhibition, % at 18.8 µM; AID 624352; 360,000 tested, 0.72% active; 786-0 RCC cells HIF-2a reporter, luciferase luminescence, overnight;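 active = inhibition of the luminescence signal of 40% or more relative to plate controls, in a single-dose primary screen at 18.75 µM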
TRPM1 prom inh: inhibitors of MITF-driven TRPM1 promoter in melanoma cells. inhibition, % at 12.5 µM. 330,000 tested, 0.83% active. SK-MEL-5 TRPM1 promoter luciferase, 24 h;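 active = mean inhibition across replicates of 60% or more, whatever share of single replicates reaches that level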; note: values of inactives mirror those of a sister screen read the other way
NR2E3 ag-1: activates human NR2E3 receptor | Q9Y5X4 | CHO-S Gal4-NCOR/VP16-NR2E3 two-hybrid, luciferase | inhibition of corepressor binding, % at 3.98 µM | 360,000 tested, 0.35% active | AID 602229;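 active = inhibition above the mean of all tested compounds plus 3 SD, cut at about 70% in these data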;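 note: 0% = DMSO with NR2E3 transfected cells and 100% = cells lacking NR2E3 construct; higher means lower luciferase signal from less NR2E3 corepressor binding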
Target sequence (Q9Y5X4 whole entry, looked up, the tested form may be a part): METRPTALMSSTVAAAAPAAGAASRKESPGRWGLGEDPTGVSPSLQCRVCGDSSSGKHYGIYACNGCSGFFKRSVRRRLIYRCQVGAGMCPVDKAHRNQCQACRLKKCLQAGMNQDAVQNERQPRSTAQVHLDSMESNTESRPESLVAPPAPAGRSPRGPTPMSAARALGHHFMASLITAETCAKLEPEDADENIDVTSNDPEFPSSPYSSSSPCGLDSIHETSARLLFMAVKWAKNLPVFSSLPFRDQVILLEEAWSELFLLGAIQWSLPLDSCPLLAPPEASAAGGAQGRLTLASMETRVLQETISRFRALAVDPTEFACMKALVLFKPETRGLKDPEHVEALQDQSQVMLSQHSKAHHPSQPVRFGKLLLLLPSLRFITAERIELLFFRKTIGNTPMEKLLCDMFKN
Shn3 3UTR inh: inhibitors of Schnurri-3 3'UTR reporter in osteoblasts; Clone20 osteoblast Shn3 3'UTR firefly luciferase, 24 h; inhibition, % at 12.5 µM; 360,000 tested, 0.52% active; AID 588674;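 active = mean inhibition of at least 75% with every replicate also reaching 75%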;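 note: 0% = median of neutral control wells and 100% = pilot-screen positive control compound; some compounds past the cut are filed as inactive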
CF NFkB block: inhibitors of cystic fibrosis induced NF-kB; 360,000 tested, 0.86% active; AID 588850; inhibition, % at 5 µM; KKLEB NF-kB-GFP reporter, PAF-induced, GFP fluorescence overnight;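 active = at least 50% inhibition at 5 µM, scaled per plate between neutral and stimulator controls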;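 note: PAF is a Pseudomonas aeruginosa culture filtrate used as stimulus; plate controls were PAF-stimulated DMSO wells for no effect and unstimulated DMSO wells for full effect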
NR2E3 ag-2: activates human photoreceptor nuclear receptor NR2E3. Q9Y5X4. GST-NR2E3/biotin-RetCOR TR-FRET, 1536-well. inhibition of corepressor binding, % at 4.78 µM. 320,000 tested, 0.12% active. AID 2300;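 active = percent inhibition above the cutoff of mean plus 3 SD of all tested compounds, set per screening campaign, cut at about 20% in these data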;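 note: 0% = DMSO wells and 100% = biotin wells as full block of FRET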
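Test system: GST-NR2E3 and biotin-RetCOR proteins | Quantity: 1.35 nM GST-tagged NR2E3 final | Medium: Tris pH 7.5 | Also added: 7 nM biotin-RetCOR | Dosing: Compound at 4.8 µM, single dose | Timing: 5 h at 4 °C | Detection: Time-resolved FRET | Read-out basis: Percent inhibition | Benchmarks: Biotin wells as high control, 0.6% DMSO wells as low control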
aDG glyco up: alpha-DG glycosylation activation | Pro5-aDG cells, alpha-DG glycosylation AlphaScreen (IIH6); 0% Pro5, 100% B10-LARGE cell signal | activation, % at 10 µM | 360,000 tested, 0.22% active;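 active = activation of at least 8% versus controls, or a plate z-score of at least 8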;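 note: Pro5 are CHO cells carrying HIG-tagged alpha-DG that lacks glycosylation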
hiPSC survival: hiPSC single-cell survival enhancement; ATPlite luminescence; 100% = ROCK inhibitor wells, 0% = DMSO; survival enhancement, % at 20 µM; 360,000 tested, 0.044% active; AID 602274; in the data active = survival enhancement above about 18%;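 note: cells exposed to compounds for 16 hours before the ATP read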
Peg3 promoter: inhibitors of Peg3 promoter | AID 588405 | 360,000 tested, 1.7% active | HeLa PEG-Prom luciferase reporter, luminescence, overnight | inhibition, % at 20 µM;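 active = inhibition of at least 50% at 20 µM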
KKLEB cytotox: reduces viability of KKLEB cystic fibrosis airway cells | KKLEB CF airway cells viability, ATPlite luminescence, overnight; stronger effect = lower value; cells stimulated with P. aeruginosa culture filtrate | 360,000 tested, 0.36% active | activity change (cytotoxicity), % at 5 µM;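 active = corrected activity change at or below -50% at 5 µM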
TWEAK Fn14 block: blocks TWEAK-Fn14 interaction in a reporter cell assay | TWEAK-stimulated Fn14 reporter cells, luciferase luminescence, 8 h | inhibition, % at 10 µM | 360,000 tested, 2% active | AID 1159606; in the data active = inhibition above about 50%
The depositor's hits bear a star; . = no result given.

(1) C=CCn1c(SCC(=O)NC2CCCC2)nc2sc(C)cc2c1=O
(2) C=CCc1ccc(O)c(-c2cc(CC=C)ccc2O)c1
(3) COc1cc(CNCCc2c[nH]c3ccccc23)ccc1OCc1ccccc1F
(4) Cc1cc(OCC(=O)NCCO)cc(C)c1Cl
(5) O=C(Cn1cnc2ccccc2c1=O)N1CCN(Cc2ccccc2)CC1
(6) Cn1c2ccccc2c2nnc(SCC(=O)NCc3ccoc3)nc21
entry no.	1	2	3	4	5	6
HIF-2a block	-5	13	6	-1	20	0
TRPM1 prom inh	0	-12	2	-9	-2	10
NR2E3 ag-1	-7	-19	2	-9	16	-6
Shn3 3UTR inh	5	14	16	15	17	1
CF NFkB block	15	20	12	-8	8	-3
NR2E3 ag-2	-1	-2	1	-4	0	3
aDG glyco up	-0.1	0.1	-0.2	-0.2	-0.3	0.1
hiPSC survival	0.1	-4.1	1.4	-1.6	4.2	1.0
Peg3 promoter	5	26	7	-2	8	7
KKLEB cytotox	-2	1	-18	8	-12	-2
TWEAK Fn14 block	6	3	-17	-15	2	-3

(7) CCOc1ccccc1NC(=O)CC1NCCNC1=O (centres undefined)
(8) Cn1nnnc1SC1CC(=O)N(c2ccccc2)C1=O (centres undefined)
(9) c1ccc2c(c1)nc1n2CCN1CCNC1CCCCC1
(10) Cc1cc(C(F)(F)F)nn1CC(=O)NCc1ccco1
(11) O=C(NCc1ccc(F)cc1)C1CCN(S(=O)(=O)c2ccc(Cl)cc2)CC1
(12) CCOC(=O)CCSc1nc(C)c2cc(OC)ccc2n1
entry no.	7	8	9	10	11	12
HIF-2a block	15	15	19	15	19	-23
TRPM1 prom inh	-3	-4	-112	-17	8	-71
NR2E3 ag-1	-15	-23	-3	-9	-4	-18
Shn3 3UTR inh	-2	-1	1	15	20	-93
CF NFkB block	-7	1	3	5	12	-14
NR2E3 ag-2	-4	2	-1	1	-1	2
aDG glyco up	0.1	-0.1	0.3	0.1	0.0	0.0
hiPSC survival	-0.5	0.2	-1.9	1.9	-0.4	-0.8
Peg3 promoter	9	14	-4	7	15	-305
KKLEB cytotox	2	-9	10	-4	4	-14
TWEAK Fn14 block	13	-12	-1	-3	13	-31

Whole records, looked up by structure. Screens in order: HIF-2a block, TRPM1 prom inh, NR2E3 ag-1, Shn3 3UTR inh, CF NFkB block, NR2E3 ag-2, aDG glyco up, hiPSC survival, Peg3 promoter, KKLEB cytotox, TWEAK Fn14 block
`Cn1nnnc1SC1CC(=O)N(c2ccccc2)C1=O` (centres undefined) across the screens: 15, -4, -23, -1, 1, 2, -0.1, 0.2, 14, -9, -12
`CCOc1ccccc1NC(=O)CC1NCCNC1=O` (centres undefined) across the screens: 15, -3, -15, -2, -7, -4, 0.1, -0.5, 9, 2, 13
`CCOC(=O)CCSc1nc(C)c2cc(OC)ccc2n1` across the screens: -23, -71, -18, -93, -14, 2, 0.0, -0.8, -305, -14, -31
`Cc1cc(C(F)(F)F)nn1CC(=O)NCc1ccco1` across the screens: 15, -17, -9, 15, 5, 1, 0.1, 1.9, 7, -4, -3

The list goes on.
(13) Cn1c(=O)[nH]c(=O)c2c1nc(N/N=C/c1ccncc1)n2Cc1ccc(F)cc1
(14) O=C(NC(=O)c1cc([N+](=O)[O-])ccc1Cl)C1=C(N2CCCC2)COC1=O
(15) CCOc1cc(CNCCSc2nnnn2C)cc(Br)c1OCc1ccc(F)cc1
(16) O=C(c1ccc(F)cc1)C1CCN(C(=S)Nc2ccccc2)CC1
(17) Cc1cc(C)cc(NC(=O)c2ccccc2NC(=O)CCC(=O)O)c1
(18) O=C(Cc1cccc(NC(=O)C2CCCN(C(=O)C3CCC3)C2)c1)Nc1cccc(C(=O)N2CCCCC2)c1 (centres undefined)
entry no.	13	14	15	16	17	18
HIF-2a block	17	-4	5	6	17	1
TRPM1 prom inh	.	-2	1	13	7	-9
NR2E3 ag-1	-3	22	-10	-7	13	-18
Shn3 3UTR inh	.	12	59	14	-6	-2
CF NFkB block	-26	-11	6	7	4	11
NR2E3 ag-2	2	.	-4	5	1	.
aDG glyco up	0.0	0.3	2.1	0.2	-0.2	-0.1
hiPSC survival	-0.4	0.3	-2.5	-0.3	1.5	1.3
Peg3 promoter	7	15	40	9	2	-15
KKLEB cytotox	-8	-5	-8	-11	5	-1
TWEAK Fn14 block	-1	-1	-7	-9	4	7

(19) Cc1c(C(=O)N2CCN(c3ccc(F)cc3)CC2)sc2nc(-c3ccccc3)cn12
(20) Cc1ccccc1NC(=O)c1ccc(S(=O)(=O)N(C)C)cc1
(21) Cc1ccc(NC(=O)c2ccc([N+](=O)[O-])o2)c(C)c1
(22) O=C(Cn1nnc(-c2cccc(C(F)(F)F)c2)n1)NNS(=O)(=O)c1cccc(C(F)(F)F)c1
(23) Cc1ccc(S(=O)(=O)c2nc(-c3cccs3)oc2NCc2cccnc2)cc1
(24) COCCn1c(SCC(=O)Nc2cccc(OC)c2)nnc1-c1ccc(Cl)cc1
entry no.	19	20	21	22	23	24
HIF-2a block	18	1	-1	22	22	-16
TRPM1 prom inh	-3	-6	23	3	-5	13
NR2E3 ag-1	1	-6	38	27	20	-1
Shn3 3UTR inh	19	3	60	7	13	28
CF NFkB block	-8	1	16	6	-6	-17
NR2E3 ag-2	-1	1	0	1	0	-3
aDG glyco up	0.8	-0.2	0.9	-0.2	-0.5	1.4
hiPSC survival	-0.4	-0.7	-1.3	-0.3	0.0	0.8
Peg3 promoter	16	3	13	-3	10	6
KKLEB cytotox	-1	1	0	2	-10	1
TWEAK Fn14 block	11	6	23	-1	-11	26

(25) Cc1sc2ncnc(Sc3ccccc3C(=O)Nc3ccccc3Cl)c2c1C
(26) Cc1onc(-c2c(Cl)cccc2Cl)c1C(=O)Nc1ccc(Cl)cn1
(27) CCN(CC)C(=O)C1=C(C)N(CCCN2CCCC2=O)C(=O)C(CC(=O)NCc2cccs2)C1 (centres undefined)
(28) CCCCNC(=O)O[C@H]1C[C@@H]2CCN3C(=O)CCC[C@H]([C@H]1CC)[C@H]23
(29) COc1ccc(C(=O)NCC(=O)N/N=C/c2c(C)[nH]c3ccccc23)cc1
(30) COc1ccc2oc3cc(C)[n+]([O-])c(-c4ccc(Cl)cc4)c3c2c1
entry no.	25	26	27	28	29	30
HIF-2a block	15	19	5	0	15	17
TRPM1 prom inh	19	-9	.	0	2	28
NR2E3 ag-1	7	5	-43	-31	-25	-31
Shn3 3UTR inh	2	6	-22	5	-2	4
CF NFkB block	-14	4	-12	-13	-3	-63
NR2E3 ag-2	-1	-2	.	2	-3	-1
aDG glyco up	-0.2	0.0	0.1	0.2	-0.2	0.2
hiPSC survival	-2.2	-0.2	-2.0	0.0	0.2	-0.7
Peg3 promoter	19	33	7	-1	-2	28
KKLEB cytotox	-1	-10	5	-3	-10	-1
TWEAK Fn14 block	7	7	23	18	12	-21

(31) Cc1cccc(-n2[nH]c3c4c(ccc3c2=O)C(=O)c2ccccc2C4=O)c1
(32) Cc1nn(C)c(C)c1S(=O)(=O)N(CC(=O)Nc1nccs1)c1ccc(C(C)C)cc1
(33) COc1ccc(OCC(=O)NNC(=O)C(=O)Nc2ccccc2)cc1
(34) CN(C)c1cccc(C(=O)NCC(c2ccco2)N(C)C)c1 (centres undefined)
(35) Cc1ccc(C2=CC(c3ccc(N(C)C)cc3)n3nnnc3N2)cc1 (centres undefined)
(36) COc1cc(NC(=O)c2cccs2)c(OC)cc1NC(=O)Nc1ccc(F)cc1
entry no.	31	32	33	34	35	36
HIF-2a block	-40	14	-42	-118	-86	20
TRPM1 prom inh	9	18	-15	-31	-7	-4
NR2E3 ag-1	-43	-11	2	-27	-16	1
Shn3 3UTR inh	1	-5	-25	-29	2	0
CF NFkB block	-74	3	-4	0	20	-2
NR2E3 ag-2	-2	5	.	6	1	.
aDG glyco up	0.4	0.1	-0.4	-0.2	0.3	-0.2
hiPSC survival	1.7	-3.2	-0.4	0.2	0.6	-0.4
Peg3 promoter	30	10	-20	-116	-200	41
KKLEB cytotox	3	-6	16	9	-11	16
TWEAK Fn14 block	11	5	-13	-4	0	6

(37) CCNC(=S)Nc1ccc2c(c1)c(=O)n(C)n2-c1cc(C)cc(C)c1
(38) COc1cccc(CNC(=O)Cc2ccc(Br)cc2)c1
(39) COCCNC(=O)c1cccc(OC2CCN(Cc3ccccc3C)CC2)c1
(40) CCOc1cc2[nH]c(=O)n(CC3CCC(C(=O)NCCCOC)CC3)c(=O)c2cc1OCC (centres undefined)
(41) CC1CC(C)CN(S(=O)(=O)c2ccc(NC(=O)c3ccc(=O)[nH]c3)cc2)C1 (centres undefined)
(42) O=C(c1cnccn1)N(c1ccccc1)C1(C(=O)NC2CCCC2)CCCCC1
(43) Cc1cc(C(=O)CCC(=O)N(C)CC2COc3ccccc3O2)c(C)s1 (centres undefined)
(44) COC(=O)[C@@]1(Sc2ccc(C)cc2)CC(=O)N(c2ccccc2)[C@@H]1c1ccccc1
(45) Cc1cccc(Cn2c(=O)c3c(nc4n3CCN4Cc3ccco3)n(C)c2=O)c1
entry no.	37	38	39	40	41	42	43	44	45
HIF-2a block	-1	-29	12	13	16	7	-25	-25	18
TRPM1 prom inh	.	-7	-10	-2	29	-4	.	.	2
NR2E3 ag-1	-15	-16	-11	-4	8	-12	15	35	-9
Shn3 3UTR inh	-24	-54	27	-2	-4	-13	-11	.	14
CF NFkB block	21	-2	-11	-10	36	5	-9	.	4
NR2E3 ag-2	.	1	2	-1	-4	3	.	.	1
aDG glyco up	0.0	0.2	0.0	0.6	-0.1	0.2	-0.3	-0.3	0.0
hiPSC survival	-0.1	-0.9	0.2	5.4	-0.1	-0.4	0.0	-0.9	-1.1
Peg3 promoter	16	-18	3	1	6	23	-6	.	16
KKLEB cytotox	-3	-3	5	-2	-21	6	-9	.	-2
TWEAK Fn14 block	27	-3	9	-4	10	2	-27	32	-10
